From PubChem BioAssay
OX1R antag-1 – blocks the human orexin 1 receptor; O43613; CHO/OX1R cells, Fluo-8 calcium fluorescence, orexin A; inhibition, % at 5 µM; 330,000 compounds, 0.43% hits; AID 434989;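 active means inhibition above its plate's threshold, mean inhibition of all tested compounds on the plate plus 3 SD, cut at about 37% in these data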;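 further: 0% = orexin A challenge wells and 100% = SB-334867-A antagonist wells; not every result past the cut was called active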
Target sequence (O43613 whole entry, looked up): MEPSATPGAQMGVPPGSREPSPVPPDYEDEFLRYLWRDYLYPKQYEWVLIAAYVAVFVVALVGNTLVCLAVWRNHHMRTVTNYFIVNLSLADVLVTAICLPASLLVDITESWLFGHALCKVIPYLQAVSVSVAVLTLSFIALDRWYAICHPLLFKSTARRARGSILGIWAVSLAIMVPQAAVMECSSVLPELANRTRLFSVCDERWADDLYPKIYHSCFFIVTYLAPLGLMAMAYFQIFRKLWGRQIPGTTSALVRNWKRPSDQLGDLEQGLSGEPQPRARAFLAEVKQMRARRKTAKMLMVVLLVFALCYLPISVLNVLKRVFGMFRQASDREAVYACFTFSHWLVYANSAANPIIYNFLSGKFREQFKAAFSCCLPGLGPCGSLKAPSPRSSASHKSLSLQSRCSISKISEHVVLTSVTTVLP
OX1R antag-2 – antagonists of human orexin 1 receptor (OX1R). inhibition, % at 6.6 µM. O43613. 330,000 compounds, 1.8% hits. AID 485270. OX1R-expressing cells, FRET antagonist read-out; in the data active means inhibition mostly above about 38%, no sharp cut-off; inactive means mostly below about 40%;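 further: 0% = agonist challenge alone and 100% = reference antagonist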
The depositor's hits bear a star.

Order of values – OX1R antag-1	OX1R antag-2
CCOC(=O)[C@H]1[C@H]2COc3ccc(C)cc3[C@@H]2N2C(=O)c3ccccc3NC(=O)[C@@]12C
    -18.5	27.5
Nn1c(SCC(=O)Nc2cc(C(F)(F)F)ccc2Cl)nncc1=O
    7.3	8.4
Cc1cc(OCC(O)CN2CCN(CCO)CC2)ccc1C(C)C (configuration not stated)
    4.4	6.5
NC1=NC[C@@H](Cc2ccc(O)cc2)N1CC1CCCCC1
    -7.3	12.7
COc1ccccc1CNC(=O)CS(=O)Cc1nc(-c2ccc(OC)c(OC)c2)oc1C (configuration not stated)
    -14.1	2.7
O=C(COC(=O)c1ccc2ncsc2c1)NC(=O)NCc1ccccc1
    -20.7	6.6
COc1ccc(OC)c(-c2cn(S(=O)(=O)c3ccccc3)nc2N)c1
    -4.4	5.5
Cc1nc(SCC(=O)NCc2ccc(F)cc2)c2c(=O)n(C)c(=O)n(C)c2n1
    -17.0	3.6
O=C(O)CCc1ccc(-c2ccc(Br)cc2)n1CC(=O)O
    6.2	4.1
C[C@@H]1CN([C@@H](C)CO)C(=O)c2cc(NC(=O)CCC(F)(F)F)ccc2O[C@H]1CN(C)S(=O)(=O)c1ccc(Cl)cc1
    -20.3	3.2
COc1ccccc1NC(=O)c1ccc(NC(=O)CSc2ncccn2)cc1
    -18.7	3.4
CN1CCN(c2nc(-c3cccs3)cc(C(F)(F)F)n2)CC1
    -36.4	13.2
CC(/C=N/NC(=O)c1ccco1)=C\c1ccccc1
    -11.3	16.5
CCCC(CCC)C(=O)Nc1ccncc1
    -5.4	10.9
COCCNC(=O)c1cccc(OC2CCN(Cc3ccc(F)cc3OC)CC2)c1
    -17.3	3.5
CC(C)CC(NC(=O)C(CC(C)C)NC(=O)C(Cc1ccc(OCc2ccccc2)cc1)NC(=O)OC(C)(C)C)C(N)=O (configuration not stated)
    -3.8	-2.7
CCn1c(=O)c(C(=O)CN2CCN(Cc3ccc4c(c3)OCO4)CC2)c(N)n(Cc2ccccc2)c1=O
    -36.8	3.3
COC(=O)c1[nH]c2cccc(C)c2c1NC(=O)CN1CCN(c2ccccc2OC)CC1
    -37.1	4.1
O=C(NCCN1CCOC1=O)C1CCC(=O)N(CCc2ccc(Cl)cc2)C1 (configuration not stated)
    4.3	29.3
Cc1cc(C)n(CC(O)Cn2c3ccc(Br)cc3c3cc(Br)ccc32)c(=O)n1 (configuration not stated)
    -5.7	-1.1
O=C(OCCN1C(=O)c2ccccc2C1=O)c1cc(=O)[nH]c2ccccc12
    -5.1	34.3
Cc1ccc(S(=O)(=O)N2CCC(C(=O)OCC(=O)N(C)Cc3ccccc3)CC2)cc1C
    -7.5	3.5
CC(=O)N=c1sc(S(N)(=O)=O)nn1C
    -20.8	7.4
COc1ccc(Cl)cc1C(=O)Nc1ccc(CN2CCCCC2)cc1
    -16.5	7.9
COc1ccc(OC)c(CCNC(=O)C(=O)Nc2ccc3nc4n(c(=O)c3c2)CCCCC4)c1
    -35.4	23.9
CCS(=O)(=O)n1nc(C(=O)N2CCOCC2)nc1N
    -0.5	18.5
COc1ccc(OC)c(S(=O)(=O)N2CCC3(CC2)OCCN3S(=O)(=O)c2ccccc2)c1
    -30.7	8.6
S=c1[nH]nc(-c2ccccn2)n1/N=C/c1ccco1
    -15.8	5.0
CCCNC(=O)CN(CCc1ccccc1)S(C)(=O)=O
    -14.2	2.3
CCS(=O)(=O)N1CCN(Cc2ccncc2)CC1
    -9.3	24.6
COCCn1c(SCC(=O)Nc2ccc(NC(C)=O)cc2)nc2ccccc2c1=O
    -9.2	0.1
CC(=O)c1c(N=CN(C)C)nc(C)nc1-c1ccccc1
    -3.1	19.8
CCN(CC)S(=O)(=O)c1ccc(C)c(NC(=O)CNc2cccc(S(=O)(=O)N3CCOCC3)c2)c1
    -24.3	11.1
CCCCCC(=O)Nc1ccc(S(=O)(=O)NC2=NCCCCC2)cc1
    -6.4	-5.5
O=C(NCCc1csc(-c2ccccc2)n1)c1cccs1
    -21.8	35.0
O=C(Nc1cccs1)Nc1ccc(Br)cc1F
    -8.7	42.5
O=C(NCCCN1CCOCC1)c1coc2ccccc2c1=O
    1.5	9.7
COC(=O)c1cc(C(=O)NCc2ccccc2)c(=O)[nH]c1C
    -6.0	0.5
CC(C)C[C@@H](CO)N1CCN(Cc2cccnc2)CCC1=O
    -4.8	28.1
CCO[C@@H]1OC(C(=O)NCc2ccccc2)=C[C@H](c2ccc(Br)cc2)[C@H]1CCCO
    -15.4	13.8
COC(=O)c1ccc(NC(=O)CNCc2ccncc2)cc1
    -18.1	24.6
NC(=O)c1ccc(N=Nc2c(-c3ccccc3)[nH]n(-c3ccccc3)c2=O)cc1
    -5.5	9.6
NC(=O)C1CCN(C(=O)c2ccc(F)c(S(=O)(=O)N3CCOCC3)c2)CC1
    -5.9	0.5
OC1(c2ccccc2)CCN(Cc2ccccc2)CC1
    -6.7	0.4
O=c1[nH]c(=O)c2nc3c4ccccc4c4ccccc4c3nc2[nH]1
    -19.8	36.5
CCC1Oc2ccc(C)cc2N(CC(=O)NCc2cccs2)C1=O (configuration not stated)
    -31.3	25.0
COc1ccc(C(=O)NC(=S)NCc2ccc(-c3nc4ccccc4o3)cc2)cc1OC
    -31.5	23.2
CCN(CC(=O)Nc1c(F)cccc1F)C(=O)CNC(=O)c1ccc(C)s1
    -27.7	28.3
COc1ccc(C(=O)NC2CC(C)(C)Cc3c2cnn3-c2ccccc2)c(OC)c1 (configuration not stated)
    -15.0	34.6
O=C(CCCSc1nc2sc3c(c2c(=O)[nH]1)CCC3)NCCO
    -20.6	14.6
Cc1ccccc1Cn1cc(S(=O)(=O)c2ccc(C(C)C)cc2)c(=O)c2cc3c(cc21)OCO3
    -30.5	15.7
Cc1oc(-c2ccc(Cl)cc2)nc1CS(=O)CC(=O)NC(C)c1ccccc1 (configuration not stated)
    -10.0	-3.9
Cc1nc(SC(C(=O)c2ccccc2)c2ccccc2)nc2ccccc12 (configuration not stated)
    -27.4	7.2
CCOc1ccc(C2CC(c3ccc(F)cc3)n3ncnc3N2)cc1 (configuration not stated)
    4.0	7.1
COc1ccc(N2CC(NC(=O)N3CCN(C(=O)c4ccco4)CC3)CC2=O)cc1OC (configuration not stated)
    -0.5	2.3
Cc1cc(C)nc(-n2ncc3c2CC(c2ccc(F)cc2)CC3=O)n1 (configuration not stated)
    -6.4	21.4
C/C(=N\Nc1ccc([N+](=O)[O-])cc1[N+](=O)[O-])C(C)C(C)C (configuration not stated)
    -16.3	19.4
NS(=O)(=O)c1ccc(Nc2nc3ccccc3nc2NS(=O)(=O)c2cccc([N+](=O)[O-])c2)cc1
    -11.0	9.0
O=C(CSc1ccc(-c2ccc3c(c2)OCO3)nn1)Nc1nccs1
    -18.5	28.1
CCCNC(=O)COc1coc(CN2CCN(C(=O)c3ccco3)CC2)cc1=O
    -11.0	19.4

Next section:
Order of values – OX1R antag-1	OX1R antag-2
CCCCCOc1ccc(NC(=O)C(=O)NCCC2=CCCCC2)cc1
    -7.4	12.0
CC(C)(C)c1cc[n+](C2=C([O-])c3ccccc3C(=O)/C2=N\S(=O)(=O)c2cccs2)cc1
    -23.1	76.8*
O=C(CC1C(=O)CCCC1=O)c1ccccc1
    -11.1	11.2
CCCCCNC(=O)c1cc(S(=O)(=O)N2CCCC2)ccc1F
    -18.7	8.6
Cc1c(C(=O)O)nn(-c2cccc(C(F)(F)F)c2)c(=O)c1C#N
    -12.7	38.4
Cc1ccc(NS(=O)(=O)c2ccc(NC(=O)CN(c3cc([N+](=O)[O-])ccc3C)S(C)(=O)=O)cc2)c(C)c1
    6.2	4.8
O=C(NNC(=O)c1cc([N+](=O)[O-])ccc1Cl)c1cccs1
    -4.3	46.1*
Cc1cccc(NC(=O)Cn2cc(C=O)c3ccccc32)c1
    -15.0	-4.3
COc1ccc(-c2noc(CCC(=O)Nc3cccnc3)n2)cc1OC
    -34.6	8.1
CC(C)=CC(=O)Nc1ccccc1Br
    0.1	2.8
O=C(COC(=O)CNC(=O)c1ccccc1)Nc1ccccc1Cl
    6.0	5.7
O=C(O)c1ccc(Cl)c(NCc2cccs2)c1
    -8.9	1.6
Cc1cc(Cl)ccc1NC(=O)COC(=O)c1nc2nccc(C)n2n1
    0.4	11.0
CCCOc1ccc(/C=N/NC(=O)C2CC2)c(OCCC)c1
    -33.2	7.6
CCCOC(=O)c1ccc(-c2c(C)noc2-c2ccc(OC)cc2O)o1
    -9.8	17.2
CCC(C)NCCCCOc1ccc(Br)cc1 (configuration not stated)
    -9.7	15.5
O=C(COc1ccc(C2SCCS2)cc1)Nc1ccc(Cl)cc1
    -13.5	-0.2
CCOc1ccc(S(=O)(=O)n2nc(C)cc2C)c2ccccc12
    -21.3	14.0
CSc1nc(NCc2ccco2)c2sc3nc(C(C)C)c4c(c3c2n1)CC(C)(C)OC4
    -31.7	9.1
O=C(CCS(=O)(=O)c1ccc2c(c1)NC(=O)CO2)NCc1ccccc1
    -16.6	3.1

Full records from above. Order of values: OX1R antag-1	OX1R antag-2
COC(=O)c1[nH]c2cccc(C)c2c1NC(=O)CN1CCN(c2ccccc2OC)CC1 is listed as -37.1	4.1
Cc1cc(C)n(CC(O)Cn2c3ccc(Br)cc3c3cc(Br)ccc32)c(=O)n1 (configuration not stated) is listed as -5.7	-1.1

(continued)
Order of values – OX1R antag-1	OX1R antag-2
COc1ccc(CC(=O)Nc2sc3c(c2C(N)=O)CCCC3)cc1OC
    -12.9	29.1
Cc1cccn2c(=O)c(/C=C(\C#N)C(=O)NC3CCS(=O)(=O)C3)c(Oc3ccccc3Cl)nc12 (configuration not stated)
    -16.7	10.8
O=C(Nc1nnc(S(=O)(=O)N2CCOCC2)s1)c1cccc(F)c1
    5.0	11.3
Cc1ccc(C2(CCNS(=O)(=O)c3ccc(C)cc3)CCOC(C(C)C)C2)cc1 (configuration not stated)
    -13.7	9.4
COc1ccc(CCNC(=O)C2CCCN2C(=O)NC2CCCCC2)cc1OC (configuration not stated)
    -24.9	30.6
CCn1ccnc1CN1CCc2c([nH]c3ccccc23)C1C(C)(C)C (configuration not stated)
    -27.0	19.8
C=CCc1cccc(/C=N/NC(=O)CNc2ccccc2)c1O
    -6.2	21.9
Cc1ccc(/C=N/NC(=O)C[n+]2ccccc2)o1
    4.0	28.0
Nn1c(-c2ccc(F)cc2)nc2ccccc2c1=O
    -5.9	7.3
Cc1c(Nc2ncnc3c2cnn3-c2ccccc2)c(=O)n(-c2ccccc2)n1C
    -8.2	6.2
Cc1ccc(OCCC(=O)OCC(=O)Nc2cc(C)nn2-c2ccccc2)cc1
    -28.5	7.8
CC1(C)Cc2c(sc(NC(=O)C(=O)N3CCN(CCO)CC3)c2C(N)=O)CO1
    -0.7	10.6
Cc1cc(SCc2ccc(F)cc2)nc(=O)[nH]1
    -2.1	7.2
N#CC(C#N)=C/C=C(\Nc1ccc(Cl)cc1)c1ccc(Cl)cc1
    -6.1	16.1
Cc1cccc(CS(=O)(=O)c2ncc(Cl)c(C(=O)Nc3c(C)cccc3C)n2)c1
    76.9*	88.8*
CCCCN1C(N)=NC[C@@H]1C(C)O (some centres not stated)
    -9.1	15.2
COc1ccccc1NC(=O)COc1ccc(C(=O)OCC(=O)N2CCCC2=O)cc1OC
    -5.9	15.5
CC(C)(C)CC(C)(C)NC(=S)N1CCN(Cc2ccc3c(c2)OCO3)CC1
    -4.2	-8.3
O=C(CNc1ccccc1)Nc1cccc2ccccc12
    -7.7	-4.1
O=S(=O)(Nc1ccc(N2CCOCC2)cc1)c1cccs1
    2.4	13.0

A stretch taken from the entries so far:
Order of values – OX1R antag-1	OX1R antag-2
CCOC(=O)[C@H]1[C@H]2COc3ccc(C)cc3[C@@H]2N2C(=O)c3ccccc3NC(=O)[C@@]12C
    -18.5	27.5
Nn1c(SCC(=O)Nc2cc(C(F)(F)F)ccc2Cl)nncc1=O
    7.3	8.4

Following part
Order of values – OX1R antag-1	OX1R antag-2
Cc1csc(NC(=O)CNS(=O)(=O)c2cccs2)n1
    -4.7	-2.4
NC(=O)NCCc1ccccc1
    -17.2	11.2
S=C(NCc1ccncc1)Nc1ccc(Cl)cc1
    3.6	11.7
CN(CC(=O)NCc1ccccn1)S(=O)(=O)c1ccc(F)cc1
    1.5	16.4
O=S(=O)(c1ccc(Cl)cc1)N1CCN(c2ccccn2)CC1
    -18.6	13.1
O=C(Nc1ccc(N2CCOCC2)cc1)C1CCN(S(=O)(=O)c2ccccc2F)CC1
    -19.0	11.7
CN(Cc1ccccc1)S(=O)(=O)c1ccc(S(=O)(=O)N(Cc2ccc(F)cc2)C2CCCC2)cc1
    -20.5	9.7
CCOc1ccc(C(=O)Oc2ccc(NC(C)=O)cc2)cc1
    -33.8	9.9
C=CCc1ccccc1OCC(O)CN1CCN(c2ccc(OC)cc2)CC1 (configuration not stated)
    -29.5	1.7
CCC1CCCCN1C(=O)c1ccc2c(c1)C(=O)N(c1ccc(C)cc1)C2=O (configuration not stated)
    -6.3	18.9
COc1ccc(-c2cc(C(=O)OCC(=O)N3CCCCC3)c3ccccc3n2)cc1OC
    -25.1	14.9
COCCN(C(=O)C1CC(=O)N(Cc2ccccc2)C1)c1nc(-c2ccc([N+](=O)[O-])cc2)cs1 (configuration not stated)
    0.6	5.4
O=C(Cn1cnc2cc([N+](=O)[O-])ccc2c1=O)NC(c1ccccc1)c1ccccc1
    -6.5	20.4
COCCN1C(=O)c2oc3ccccc3c(=O)c2C1c1ccc(C(=O)OC)cc1 (configuration not stated)
    -4.5	11.0
N#Cc1ccsc1NC(=O)COC(=O)c1cc(Br)ccc1O
    2.5	32.5
CC1CCCN(C(=O)c2nn(C)c3c2CSc2ccccc2-3)C1 (configuration not stated)
    -13.8	12.0
O=C(NCC(=O)N(Cc1cccs1)C(C(=O)NC1CCCC1)c1ccco1)c1cccs1 (configuration not stated)
    -8.6	41.9
N#CCSCC(=O)Nc1ccc(F)cc1
    -1.4	7.9

Compounds as they come. Share with any hit: about 2%.
